High-throughput results as filed in PubChem.
HCV inhibitor: qHTS Assay for Inhibitors of Hepatitis C Virus (HCV). Potency, µM (top dose mostly 41.8 µM), without a hit: at the top dose activity change, negative = inhibition, usual class: inhibitors. Huh7.5.1 HCVcc-Cre infection, luciferase reporter, 44 h. 3.4% of 340,000 active
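Cells (1,000/well) were plated 4 h before compound, then infected with HCVcc-Cre virus (~0.5 moi). After 44 h further culture, infection was read as luciferase luminescence following a 15 min substrate incubation at room temperature.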
Pf growth 96h: Primary qHTS for delayed death inhibitors of the malarial parasite plastid, 96 hour incubation. P. falciparum luciferase reporter growth, 96 h. Potency, µM (series often up to 28.7 µM), for the others: at the highest dose activity change, negative = inhibition, usual class: inhibitors. 6.9% of 320,000 active
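Readout is luminescence from an integrated firefly luciferase in P. falciparum. Red cells, 2% hematocrit and 0.05% parasitemia final, were cultured with compound through two parasite generations (96 hours) at 37 C, 5% CO2.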
TbPYK inhibitor: qHTS of Trypanosoma Brucei Inhibitors. pyruvate kinase (Trypanosoma brucei), Q57TT1. 0.12% of 410,000 active. Potency, µM (doses to about 76.8 µM), for the others: at the highest dose activity, negative = inhibition, actives largely listed as inhibitors. TbPYK enzyme, Kinase-Glo Plus ATP luminescence, 45 min; note: nearly all actives have a fitted effect of over 50% in size
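Readout: single end-point luminescence (Kinase-Glo Plus, 10 min). Reaction conditions were TbPYK/substrate plus 130 uM ADP, 45 min at RT, pH 7.2 TEA buffer. No-enzyme wells served as controls, and data were normalized before concentration-response fitting.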
Pf growth 48h: Primary qHTS for delayed death inhibitors of the malarial parasite plastid, 48 hour incubation; 5.9% of 310,000 active; Potency, µM (highest dose often 28.7 µM), inactives show at the top dose activity change, negative = inhibition, most hits filed as inhibitors; P. falciparum luciferase growth in erythrocytes, 48 h; AID 504832, 2011
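In quantitative HTS format, infected erythrocytes bearing luciferase-reporter parasites were treated for a single generation at 37 C. Luminescence after adding detection reagent served as the growth measure.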
Sm TGR inh: qHTS Assay for the Inhibitors of Schistosoma Mansoni Peroxiredoxins; Potency, µM (doses to about 114 µM), for inactives: top-dose activity change, negative = inhibition, actives largely listed as inhibitors; purified TGR, DTNB reduction, TNB absorbance 405 nm; Schistosoma mansoni thioredoxin glutathione reductase (TGR), Q962Y6; 3% of 360,000 active; note: nearly all actives have a fitted effect of over 60% in size
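Kinetic colorimetric format: TGR-catalysed, NADPH-driven DTNB reduction monitored via TNB absorbance. Enzyme dispensed at 20 nM; compound exposure 15 min at room temperature before reaction start.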
LmPK inh: qHTS Assay for Inhibitors of Leishmania Mexicana Pyruvate Kinase (LmPK); Q27686; AID 1721, 2009; Potency, µM (doses to about 57.5 µM), for inactives: at the highest dose activity change, negative = inhibition, usual class: inhibitors; 0.37% of 290,000 active; purified LmPK, Kinase-Glo ATP luminescence, 1 h
Target sequence (Q27686 whole entry, looked up): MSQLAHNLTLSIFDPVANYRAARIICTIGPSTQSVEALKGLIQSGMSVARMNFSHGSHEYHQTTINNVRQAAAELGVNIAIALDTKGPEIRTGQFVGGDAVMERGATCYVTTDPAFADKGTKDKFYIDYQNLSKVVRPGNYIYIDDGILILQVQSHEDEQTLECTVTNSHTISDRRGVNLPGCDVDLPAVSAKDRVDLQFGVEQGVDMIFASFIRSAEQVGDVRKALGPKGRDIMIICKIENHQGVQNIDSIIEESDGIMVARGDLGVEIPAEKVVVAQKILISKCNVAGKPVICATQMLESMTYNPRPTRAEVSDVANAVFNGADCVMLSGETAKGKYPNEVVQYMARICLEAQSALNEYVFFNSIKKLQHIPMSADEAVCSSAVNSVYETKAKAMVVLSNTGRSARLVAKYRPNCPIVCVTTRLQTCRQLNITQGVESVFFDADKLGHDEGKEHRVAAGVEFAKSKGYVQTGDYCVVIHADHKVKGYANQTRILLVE
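Screened at intermediate enzyme activity to detect both inhibitors and activators: LmPK at 0.1 nM, with a 0.5 nM enzyme column as activation reference. PEP 0.5 mM, ADP 0.1 mM; ATP detected by luminescence after 1 h.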
Starred values were filed as active, the others as inactive; ? = inconclusive; . = no result given; & = joins results of further samples; ! = not confirmed by another sample; [ ] = remark or other dose. Calls come from the whole dose curve; as a rule, active = well fitted curve in the direction sought with a large enough effect; inconclusive = small, poorly fitted or top-dose-only effect, or another doubt; inactive = no such curve, though single readings can be large; an effect the other way counts as inactive or inconclusive. % is set by controls: 0 for no effect and ±100 for the full control effect; potency is the fitted concentration of half-maximal effect.

Results follow in this order: HCV inhibitor	Pf growth 96h	TbPYK inhibitor	Pf growth 48h	Sm TGR inh	LmPK inh
> CCOc1ccccc1NC(=O)N1CCCC1C(=O)NCc1cccs1 (configuration not stated)
  7.9%	?	5.3%	-2.3%	0.4%	-7.3%
> Cc1cc(Br)ccc1NC(=O)CN(C)C(=O)c1cc(S(=O)(=O)N(C)C)ccc1N1CCCC1
  16.1%	-22.4%	-5.1%	-11.4%	-9.1%	2.9%
> Cc1ccnc(NC(=O)c2ccc(COc3ccc(Cl)cc3)o2)c1
  -17.7%	4.2%	-3.5%	.	0.0%	7.6%
> O=C(N/N=C1\CCCc2ccccc21)C(O)c1ccccc1 (configuration not stated)
  -9.7%	9.5%	0.3%	-18.8%	-1.9%	5.8%
> CCCC(C(=O)N(C)CC(=O)Nc1ccc(N2CCOCC2)cc1)c1ccccc1 (configuration not stated)
  4.9%	?	-5.1%	15.0%	?	.
> CC1CCCC(C)N1C(=O)COc1ccc(C(=O)N/N=C/c2ccc(C(=O)O)cc2)cc1 (configuration not stated)
  9.2%	?	-3.1%	-10.3%	3.2%	3.6%
> Cc1ccc(N2C(=O)NC(=O)/C(=C/c3cnn(-c4ccc(C)cc4)c3)C2=O)cc1
  -3.7%	-3.6%	-19.8%	2.9%	-24.0%	1.1%
> O=C(CCN1CCOCC1)Nc1ccc2c(c1)N(C(=O)CN1CCOCC1)c1ccccc1CC2
  7.9%&6.3%	19.9%	4.4%	3.2%	-13.0%	-4.7%
> CC(C)NC(=O)c1ccc(S(=O)(=O)N(C)C)cc1
  -0.9%	-7.9%[5.75 µM]	5.7%	-9.8%	-15.3%	-2.0%
> CSc1nc(N2CCOCC2)c2c3c(sc2n1)CCCC3
  ?	3.8%	-0.7%	?	-4.4%	-1.5%
> Cc1nc2c(c(N3CCOCC3)n1)OCC(=O)N2
  19.3%	12.8%	3.2%	26.9%	4.2%	3.5%
> N#Cc1ccc(CSc2nnc(-c3ccccn3)n2-c2ccccc2)cc1
  -1.0%	.	-9.8%	-15.9%	1.5%	2.3%
> Cc1ccc(S(=O)(=O)N(C)C)cc1NC(=S)NNC(=O)C1CC1
  19.2%	-22.5%	-13.6%	27.0%	3.1%	1.2%
> COc1ccc(CN2C3CCCC2CC(NC(=O)Nc2ccccc2C)C3)cc1 (configuration not stated)
  ?	?	-1.7%	?	3.8%	-2.5%
> CN(C)C1=NCCN1CC1CCCCC1
  -5.2%	0.0%	1.5%	6.0%	-9.7%	.
> C=CCn1c(=O)c(C(=O)Nc2ccccc2C)c(O)c2ccccc21
  0.5%	?	-5.5%	161.6%[activator]	-19.4%	4.3%
> CC1(C)C(=O)Nc2ccccc2N1C(=O)CSc1nc(-c2ccccc2)cs1
  ?	-14.3%	-15.4%	10.0%	-7.2%	-2.4%
> CCOc1ccc2nc(SCc3ccc(OC)cc3)sc2c1
  -3.5%	?	-8.1%	54.4%[activator]	-0.5%	2.1%
> Cc1cc(C(=O)NNC(=O)CCN2CCN(c3ccccc3)CC2)c2ccccc2n1
  -4.2%	0.0%	2.3%	9.4%	-1.5%	-3.5%
> COC(=O)[C@@]12CCCN1[C@H](c1ccc(-c3ccc(F)cc3)cc1)[C@H]1C(=O)N(C)C(=O)[C@H]12
  ?	?	0.6%	1.17µM*	-33.1%	.

2 consecutive records out of the list so far, quoted:
Results follow in this order: HCV inhibitor	Pf growth 96h	TbPYK inhibitor	Pf growth 48h	Sm TGR inh	LmPK inh
> CCOc1ccc2nc(SCc3ccc(OC)cc3)sc2c1
  -3.5%	?	-8.1%	54.4%[activator]	-0.5%	2.1%
> Cc1cc(C(=O)NNC(=O)CCN2CCN(c3ccccc3)CC2)c2ccccc2n1
  -4.2%	0.0%	2.3%	9.4%	-1.5%	-3.5%

Continued.
Results follow in this order: HCV inhibitor	Pf growth 96h	TbPYK inhibitor	Pf growth 48h	Sm TGR inh	LmPK inh
> O=C(c1cccs1)N1CCCC1
  14.9%	55.6%[activator]	2.3%	11.5%	?	-4.6%
> COc1ccc(N2CCN(C(=O)c3cc4c(=O)n(Cc5ccccc5)ccc4nc3C)CC2)cc1
  -12.2%	-19.7%	-16.4%&-2.8%	0.0%	?	12.7%
> Cc1nc2ccccc2c2oc(C(=O)N3CCc4ccccc43)cc12
  .	?	.	3.5%	7.0%	12.1%
> COc1cc(-c2nnn(Cc3ccccc3C)n2)cc(OC)c1OC
  ?	6.4%	-10.7%	-16.2%	-7.1%	-3.1%
> O=C1/C(=C/c2cccnc2)SC(=NCc2ccccc2)N1Cc1ccccc1
  -5.2%	-28.6%	3.0%	0.0%	8.9%	5.1%
> COc1cc(OC)cc(-c2sc3ccc(OC)cc3c2C#CC(C)(C)O)c1
  ?	?	0.7%	?	-11.3%	.
> O=C(CCl)NCC1CCCO1 (configuration not stated)
  12.4%	-17.7%	0.2%	-12.9%	-17.0%	4.3%
> O=c1[nH]c2c(s1)C(c1ccco1)C1C3CCC(C3)C1S2 (configuration not stated)
  -11.3%	?	-14.4%	.	?	-1.6%
> COc1ccc(C(=O)NCC(=O)OCC(=O)Nc2sccc2C#N)cc1OC
  5.2%	31.4%[activator]	-2.3%	60.1%[activator]	0.7%	-4.0%
> Cc1nn(CCCC(=O)Nc2cc(Oc3ccc(F)cc3)cc([N+](=O)[O-])c2)c(C)c1[N+](=O)[O-]
  ?	?	3.5%	3.6%	5.2%	0.9%
> O=C(NCCN1C(=O)S/C(=C\c2ccc(F)cc2)C1=O)C1CCN(S(=O)(=O)c2cccs2)CC1
  -5.7%	-11.7%	-1.6%	40.5%	-2.0%	8.0%
> O=C(NCC1CCCO1)C1CC(c2ccc(Cl)c(Cl)c2)=NO1 (configuration not stated)
  22.5%	-23.9%	1.9%	22.2%	-0.9%	-11.1%
> Cc1nn(C)c(C)c1CS(=O)(=O)c1ccccc1
  9.3%	55.9%[activator]	0.9%	-3.6%	22.4µM*	3.7%
> CNC(=O)NC(=O)C(C)OC(=O)c1ccc(Cl)c(S(=O)(=O)Nc2ccc(F)cc2)c1 (configuration not stated)
  0.5%	1.3%	-1.4%	-1.9%	-0.8%	0.4%
> CCn1c2ccccc2c2cc(NS(=O)(=O)c3ccc(C)cc3)ccc21
  ?	?	-6.9%	-4.5%	-17.2%	-1.5%
> COc1ccc(C(=O)Nc2ccc(C(=O)N3CCCCC3C)cc2)c(OC)c1OC (configuration not stated)
  -15.2%	-93.9%	3.4%	?	-17.7%	0.5%
> O=C(Cn1cnc2ccccc2c1=O)N(Cc1ccco1)c1ccc(O)cc1
  19.6%	?	1.1%	1.1%	0.0%	2.8%
> Cn1cccc1C(=O)NC(=O)COC(=O)c1cc([N+](=O)[O-])ccc1Cl
  6.4%	-4.9%	3.8%	-8.0%	-10.9%	4.8%
> CCOc1cc(N2CCOCC2)c(OCC)cc1NC(=O)c1cc(C)nc2ccccc12
  1.7%	?	4.9%	?	-10.7%	1.2%
> O=C(Nc1ccc(S(=O)(=O)Nc2ncccn2)cc1)c1ccc(S(=O)(=O)N2CCCC2)cc1
  12.0%	-2.1%	-2.6%	?	-3.6%	-4.9%
> CCOC(=O)C1(Cc2ccccc2C)CCCN(Cc2cn(C)nc2C)C1 (configuration not stated)
  10.5%	18.7%	1.6%	6.4%	-2.4%	0.6%
> O=C(C1CCN(CCCc2ccccc2)CC1)N1CCCCC1
  20.1%	.	-11.5%	8.3%	-2.9%	-6.0%
> COC(=O)c1ccc(C(=O)OC)c(NC(=O)CN2CCCCC2)c1
  ?	-18.6%	2.7%	?	2.9%	1.0%
> Cc1ccccc1N(C)S(=O)(=O)c1nnc(NC(=O)c2ccco2)s1
  4.2%	?	-15.8%&-1.5%	19.2%	25.1µM*!	-7.5%
> COc1ccc(Sc2ncnc3onc(C)c23)cc1
  14.6%	?	1.0%	-28.7%	-13.5%	-0.9%
> N#Cc1c(=O)c2nc(NCc3ccccc3)ncc2n2ccccc12
  5.6%	.	-3.2%	?	?	3.5%
> Cc1cc(/C(O)=C2\C(=O)C(=O)N(CCN(C)C)C2c2ccncc2)ccc1OCc1ccccc1 (configuration not stated)
  17.0%&0.3%	-10.4%	-4.2%	-5.8%	-7.3%	4.6%
> O=C1CN(C(=O)COC(=O)c2oc3ccccc3c2COc2ccccc2)c2ccccc2N1
  ?	?	-0.4%	.	3.5%	1.7%
> O=C(O)CC(NC(=O)CC(c1ccccc1)c1ccccc1)c1cccc([N+](=O)[O-])c1 (configuration not stated)
  16.4%	2.2%	-0.4%	19.3%	0.0%	1.2%
> Cc1cccc(OCC(=O)Nc2ccc3nc(C)sc3c2)c1
  -21.3%	-2.5%	7.3%	0.0%	-3.7%	4.3%

Only TbPYK inhibitor, for seven of the compounds above:
| SMILES | TbPYK inhibitor |
| --- | --- |
| Cc1ccccc1N(C)S(=O)(=O)c1nnc(NC(=O)c2ccco2)s1 | -15.8%&-1.5% |
| COc1ccc(Sc2ncnc3onc(C)c23)cc1 | 1.0% |
| N#Cc1c(=O)c2nc(NCc3ccccc3)ncc2n2ccccc12 | -3.2% |
| Cc1cc(/C(O)=C2\C(=O)C(=O)N(CCN(C)C)C2c2ccncc2)ccc1OCc1ccccc1 (configuration not stated) | -4.2% |
| O=C1CN(C(=O)COC(=O)c2oc3ccccc3c2COc2ccccc2)c2ccccc2N1 | -0.4% |
| O=C(O)CC(NC(=O)CC(c1ccccc1)c1ccccc1)c1cccc([N+](=O)[O-])c1 (configuration not stated) | -0.4% |
| Cc1cccc(OCC(=O)Nc2ccc3nc(C)sc3c2)c1 | 7.3% |

(further entries)
Results follow in this order: HCV inhibitor	Pf growth 96h	TbPYK inhibitor	Pf growth 48h	Sm TGR inh	LmPK inh
> CCOCCCNC(=O)C(c1ccc(C)cc1)N(Cc1ccc2c(c1)OCO2)C(=O)c1ccccn1 (configuration not stated)
  ?	-8.1%	3.7%	4.9%	1.0%	-1.2%
> O=[N+]([O-])c1ccccc1S(=O)(=O)N1CCN(c2ccccn2)CC1
  -6.3%	?	-3.2%	0.0%	-22.1%	4.6%
> Nc1ccccc1SCc1csc(-c2ccc(Cl)cc2)n1
  ?	51.7%[activator]	-11.0%	171.5%[activator]	9.3%	5.2%
> O=C(CC1C(=O)NCCN1C(=O)c1ccc(Cl)cc1)Nc1ccc(F)cc1 (configuration not stated)
  5.4%	?	1.7%	?	-24.3%	-6.3%
> CC(C)(CNC(=O)c1sc2cc(Cl)ccc2c1Cl)N1CCOCC1
  ?	?	1.2%	?	1.5%	.
> CC(C)c1ccc(C(CC(=O)c2ccc(Cl)cc2)C(=O)O)cc1 (configuration not stated)
  18.9%	-26.3%	2.0%	14.6%	11.6%	7.6%
> COCCN(C(=O)COC(=O)c1cc(C)n(-c2ccccc2)c1C)c1c(N)n(Cc2ccccc2)c(=O)[nH]c1=O
  ?	?	2.7%	?	-4.9%	.
> Cc1cccc(C)c1OCc1n[nH]c(=S)o1
  0.4%	9.9%	?	8.9%	31.6µM*	1.5%
> Cc1nn(C)cc1N1C(=O)c2cccc3c(N)ccc(c23)C1=O
  9.5%	3.9%	7.5%	-1.7%	9.1%	3.3%
